# Screens (PubChem)
# HCV inh: blocks hepatitis C virus; Huh7.5.1 HCVcc-Cre infection, luciferase reporter, 44 h; 340,000 compounds, 3.4% hits; Potency, µM (series often up to 41.8 µM), inactives show at the highest dose activity change, negative = inhibition, hits mostly inhibitors; further: potency means the concentration at half of the fitted maximal effect; on the % scale 0 is the no-effect control and ±100 the full control effect
#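 Infectious HCV cell culture screen: compound-treated cells (1,000/well, pre-plated 4 h) are infected with HCVcc-Cre at roughly 0.5 moi and grown 44 h. Infection is quantified by luciferase signal after 15 min substrate incubation at room temperature.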
# Pf growth 96h: inhibits malaria parasite growth, 96 h. P. falciparum luciferase reporter growth, 96 h. Potency, µM (series often up to 28.7 µM), inactives show at the highest dose activity change, negative = inhibition, hits mostly inhibitors. 320,000 compounds, 6.9% hits; further: potency means the concentration at half of the fitted maximal effect; on the % scale 0 is the no-effect control and ±100 the full control effect
#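 Cell-based qHTS: luciferase-tagged P. falciparum in erythrocytes (2% hematocrit, 0.05% parasitemia final) incubated with compounds for 96 hours, 37 C, 5% CO2; luciferase detection reagent then added and luminescence measured.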
# Pf growth 48h: inhibits P. falciparum growth in the first generation, 48 h. P. falciparum luciferase growth in erythrocytes, 48 h. Potency, µM (doses to about 28.7 µM), without a hit: at the highest dose activity change, negative = inhibition, most hits filed as inhibitors. 310,000 compounds, 5.9% hits. AID 504832; further: potency means the concentration at half of the fitted maximal effect; on the % scale 0 is the no-effect control and ±100 the full control effect
#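 A one-generation exposure of luciferase-tagged malaria parasites in RPMI 1640/Albumax erythrocyte culture, 37 C and 5% CO2. Inhibition is inferred from decreased luminescence after adding detection reagent.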
# LmPK inhibitor: blocks Leishmania mexicana pyruvate kinase activity; 290,000 compounds, 0.37% hits; AID 1721; purified LmPK, Kinase-Glo ATP luminescence, 1 h; Q27686; Potency, µM (doses to about 57.5 µM), for inactives: at the highest dose activity change, negative = inhibition, most hits filed as inhibitors; further: potency means the concentration at half of the fitted maximal effect; on the % scale 0 is the no-effect control and ±100 the full control effect
# Target sequence (Q27686 whole entry, looked up): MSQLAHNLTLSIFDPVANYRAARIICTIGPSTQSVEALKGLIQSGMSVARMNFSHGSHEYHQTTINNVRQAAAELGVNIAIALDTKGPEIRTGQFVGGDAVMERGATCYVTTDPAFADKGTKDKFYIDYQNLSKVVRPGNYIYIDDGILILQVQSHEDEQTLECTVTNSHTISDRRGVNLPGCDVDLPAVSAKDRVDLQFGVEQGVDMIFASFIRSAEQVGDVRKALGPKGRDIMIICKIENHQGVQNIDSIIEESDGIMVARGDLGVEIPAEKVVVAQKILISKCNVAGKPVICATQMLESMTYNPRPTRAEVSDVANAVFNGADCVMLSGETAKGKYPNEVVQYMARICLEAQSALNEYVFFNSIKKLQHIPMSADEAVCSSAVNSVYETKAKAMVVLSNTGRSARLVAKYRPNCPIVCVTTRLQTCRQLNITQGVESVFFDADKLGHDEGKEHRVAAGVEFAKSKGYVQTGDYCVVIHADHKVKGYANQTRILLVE
#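 Pyruvate kinase activity monitored as ATP production (luciferase luminescence). Conditions: 0.1 nM enzyme, 0.5 mM PEP, 0.1 mM ADP, 1 h, RT; normalized against uninhibited and no-enzyme wells.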
# CHX counter: affects cycloheximide protein synthesis inhibition readout, counter-screen; cell reporter, cycloheximide protein synthesis inhibition counterscreen; max response, %; 300,000 compounds, 12% hits; in the data active means max response mostly above about 13%, no sharp cut-off; inactive means mostly below about 14%; further: read at 38.3 µM for the half of the compounds with a filed dose; 0% is about no effect
# Shiga toxin inh: blocks Shiga toxin action in Vero cells. Vero cells, Shiga toxin protein synthesis inhibition reporter. 290,000 compounds, 9.2% hits. inhibition, % at 38.7 µM. AID 2315; in the data active means inhibition mostly above about 28%, no sharp cut-off; inactive means mostly below about 43%; further: 0% is about no effect
# Tb PYK inh: T. brucei pyruvate kinase inhibition; TbPYK enzyme, Kinase-Glo Plus ATP luminescence, 45 min; Potency, µM (top dose mostly 76.8 µM), for the others: top-dose activity, negative = inhibition, actives largely listed as inhibitors; 410,000 compounds, 0.12% hits; AID 624173; further: potency means the concentration at half of the fitted maximal effect; on the % scale 0 is the no-effect control and ±100 the full control effect; nearly all actives have a fitted effect of over 50% in size
#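 Activity of T. brucei pyruvate kinase was followed by Kinase-Glo Plus luminescence after the enzyme reacted 45 min at room temperature with 130 uM ADP (final) and substrate. Test compounds were added before ADP at multiple concentrations.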
# * = called active by the depositor; i = inactive; ? = inconclusive; nt = no result given; + = active, no number; [ ] = dose if it differs, or a comment. Unless noted, the call rests on the fitted dose curve; in most records, active means well fitted curve in the direction sought with a large enough effect; inconclusive means small, poorly fitted or top-dose-only effect, or another doubt; inactive means no such curve, though single readings can be large; an effect the other way counts as inactive or inconclusive. Compounds as they come; overall some 24% were active at least once.
# Below each compound – HCV inh	Pf growth 96h	Pf growth 48h	LmPK inhibitor	CHX counter	Shiga toxin inh	Tb PYK inh
COc1ccccc1/C=N/Nc1nncc2ccccc12
  8%	167%[activator]	256%[activator]	-6%	46*	+	-8%
NC(=O)N/N=C/c1c(O)ccc2oc3c(c12)CCCC3
  ?	15%	-1%	4%	2	4	5%
c1ccc(Cn2c(SCc3cn4cccnc4n3)nnc2-c2ccco2)cc1
  27%	12µM*	27%	-3%	2	-19	-2%
O=C(NCCC1=CCCCC1)c1ccc(Cl)c(S(=O)(=O)N2CCCCC2)c1
  ?	5.9µM*	9.3µM*	-7%	30	50	5%
COc1ccc(CCNC(=O)CCCc2nnc3n(C)c(=O)c4sccc4n23)cc1OC
  7%	?	-5%	-1%	2	-11	0%
CCOC(=O)C1CCN(C(=O)CN(Cc2ccccc2)S(C)(=O)=O)CC1
  -4%	nt	1%	1%	-1	-16	2%
CCOC(=O)Cn1cnc2c(C#N)c3n(c2c1=O)CCCCC3
  19%	18%	1%	-1%	-2	-2	3%
O=C(CCSCCc1ccccn1)Nc1c(F)c(F)c(F)c(F)c1F
  11%	-15%	38%[activator]	-3%	-1	-6	-4%
Cc1c(C#N)c(O)n(C)c(=O)c1N=Nc1ccc(S(N)(=O)=O)cc1
  15%	24%	23%	1%	27	108*	-4%
COc1c(C)cc(Br)cc1C(=O)O
  6%	-2%	5%	4%	-2	7	-9%
Cc1cc(C)c(NC(=O)COc2nncc3ccccc23)c(C)c1
  1%	24%	10%	0%	-2	17	-8%
Cc1cc(OCC(=O)Nc2ccc(N3CCN(C)CC3)cc2)ccc1Cl
  ?	?	-24%	3%	38*	77*	-5%
O=C(NCCc1ccc(Cl)cc1)C1CCC(=O)N(C2CCCCCC2)C1 (stereo unspecified)
  1%	-6%	3%	-2%	1	8	-9%
Cc1nc2scc(C)n2c(=O)c1S(=O)(=O)NCCc1ccc(Cl)cc1
  -7%	3%	13%	-1%	-2	-4	-7%
CCCOc1ccc(C(C)(O)CN2CCOCC2)cc1 (stereo unspecified)
  5%	nt	13%	3%	-2	-10	-2%
COc1ccc2nc3c(nc2c1)CCCC3
  -8%	46%[activator]	34%[activator]	-5%	33*	31	-5%
COc1ccc(C(=O)NCCN2CCCC2)cc1OC
  5%	nt	37%[activator]	4%	-3	-10	1%
Cc1ccc2cc(CN(CC(C)C)S(=O)(=O)c3ccccc3)c(=O)[nH]c2c1
  ?	?	?	7%	-4	-3	1%
CCOC(=O)C1Oc2ccccc2C(c2ccc(OC)cc2)=C1C(=O)OC (stereo unspecified)
  -14%	nt	nt	nt	2	i	3%
CC1(C)CC(CCNC(=O)c2ccco2)CC(C)(C)N1
  1%	nt	-5%	2%	-2	-4	0%
CC1(C)CC(=O)C=C(N2CCCC2)C1
  30%[activator]	243%[activator]	-8%	1%	5	5	-13%
COC(=O)c1cc(C(=O)NCCC(C)C)cc([N+](=O)[O-])c1
  1%	-12%	17%	0%	1	-10	-4%
CCn1ncc(/C=C/C(=O)c2ccccc2)c1C
  12%	-29%	498%[activator]	?	45*	+	-1%
O=C(N/N=C/c1cc(Cl)ccc1O)c1ccccc1Br
  ?	?	3.7µM*	-2%	40*	27*	1%
COCCCn1c(N)c(C(=O)Nc2sc3c(c2C(=O)OC)CCCC3)c2nc3ccccc3nc21
  15%	?	?	0%	-2	-7	2%
CCOC(=O)N1CCN(c2c(N3CCc4ccccc4C3)c(=O)c2=O)CC1
  16%	?	-13%	-6%	-4	-7	-2%
Cc1cc(NC(=O)C(C)SCC(=O)Nc2nc3c(F)cc(F)cc3s2)no1 (stereo unspecified)
  9%	?	?	nt	nt	nt	0%
O=C(Cn1nc(C(=O)O)c2ccccc2c1=O)Nc1ccc(F)cc1F
  22%	24%	22%	10%	-2	-5	-4%
O=C(Cc1ccc(Cl)cc1)N1CCN(c2ccc(F)cc2)CC1
  -76%	7%	-18%	-1%	4	-5	?
COc1cccc(C(=O)CSc2nnc(COc3cccc4cccnc34)o2)c1
  ?	3%	?	-2%	1	25	4%
Cc1cc(C(F)(F)F)n2nc(-c3cnn(C)c3C(F)(F)F)cc2n1
  ?	180%[activator]	24%	-1%	-2	-7	-8%
COc1cccc(-n2nnc3c(=O)n(Cc4ccc(Cl)cc4)cnc32)c1
  -19%	9%	29%	3%	-5	5	-1%
Nc1ccc2oc(-c3cccs3)nc2c1
  -14%	nt	123%[activator]	-20%	46*	86*	0%
CC(NC(=O)CN1C(=O)COc2ccccc21)c1ccccc1 (stereo unspecified)
  12%	?	9%	-4%	3	1	-2%
Nc1nc(SCC(=O)N2CCCC2)[nH]c(=O)c1-c1ccccc1
  8%	nt	1%	-11%	-1	2	-27%
CCOC(=O)C(CCCCCCP(=O)(c1ccccc1)c1ccccc1)NC(C)=O (stereo unspecified)
  5%	?	?	1%	-1	9	-2%
Cc1ccc(OCC(=O)NCc2ccccc2)c([N+](=O)[O-])n1
  14%	22%	30%[activator]	1%	1	-7	6%
NC(=O)c1ccc(Br)c(S(=O)(=O)N2CCCCC2)c1
  0%	-24%	-25%	0%	4	-18	-1%
N#Cc1c(-c2ccccc2)cc(C2CC2)nc1N
  ?	nt	-28%	2%	-4	-16	-4%
CCN(C(=O)Cc1c(C(=O)O)n(CC)c2ccccc12)c1cccc(C(F)(F)F)c1
  19%	5%	34%	2%	-3	1	-8%
CCN1C(=O)[C@H]2[C@@H](c3ccc(-c4ccc5c(c4)OCO5)cc3)N3CCC[C@@]3(C(=O)OC)[C@H]2C1=O
  -3%	-14%	?	nt	nt	nt	2%
CC(C)Nc1nc(Oc2cccc(Cl)c2Cl)cc(C(F)(F)F)n1
  -17%	78%[activator]	14%	-2%	3	11	7%
Cc1ccc(-n2nc3c(c2NC(=O)c2ccc(S(=O)(=O)N4CCOCC4)cc2)CSC3)c(C)c1
  ?	-22%	5.9µM*	2%	9	9	-7%
COc1ccc(-c2ccnc3nc(/N=C/N(C)C)nn23)cc1
  2%	?	246%[activator]	-21%	15	11	-17%
COc1ccccc1NC(=O)/C=C/c1ccc2c(c1)OCO2
  ?	-5%	284%[activator]	-5%	31*	85*	-4%
O=C(NCc1ccc2c(c1)OCO2)C1CCCN1S(=O)(=O)c1ccc(Cl)cc1 (stereo unspecified)
  7%	-19%	-9%	-3%	-3	-8	4%
COC(=O)c1ccc(OCCCCN2CC(C)OC(C)C2)cc1 (stereo unspecified)
  1%	2%	2%	-7%	1	14	-6%
Cc1ccc([N+](=O)[O-])cc1NC(=O)C[n+]1ccccc1
  2%	13%	-5%	0%	-4	-13	2%
CCOC(=O)CNC(=O)CSc1nc2c(C)cccc2cc1CC
  -12%	?	15%	-1%	-2	-19	-8%
CC1CCN(C(=O)CN2C(=O)NC3(CCC(C)CC3)C2=O)CC1 (stereo unspecified)
  5%	1%	-16%	nt	nt	nt	3%
Cc1cc(C)nc(SC/C=C/c2ccccc2)n1
  0%	42%[activator]	20%	3%	23*	nt	2%
NC1=NC(=Nc2ccccc2)c2ccccc21
  1%	?	10%	-1%	0	40	-9%
O=C(CCCOc1ccc(Cl)cc1)N1CCCCCC1
  17%	66%[activator]	45%[activator]	4%	39*	77*	-11%
COc1ccc(CCNCC(=O)Nc2ccc(C(=O)N3CCCCC3)cc2)cc1
  -8%	5%	-12%	-2%	-2	-4	-10%
Cc1cc(N2C(=O)C3C4C=CC(C4)C3C2=O)ccc1NC(=O)c1cccs1 (stereo unspecified)
  -6%	-20%	-23%	0%	-3	-10	-4%
COc1nc(NCCC2=CCCCC2)nc(OC)n1
  -4%	?	10µM*	-2%	12	6	8%
O=C(O)C1CC=CCC1C(=O)Nc1ccc2c(c1)OCCO2 (stereo unspecified)
  4%	43%[activator]	90%[activator]	1%	61*	36*	3%
O=C(O)C1C2C=CC(C2)C1C(=O)NCc1ccc2c(c1)OCO2 (stereo unspecified)
  2%	?	22%	8%	5	-21	-1%
CC(CN1CCCCC1)C(=O)NNC(=O)C12CC3CC(CC(C3)C1)C2 (stereo unspecified)
  7%	12µM*	30%	1%	15	-8	-4%
S=C(Nc1ccc2nsnc2c1)N1CCCCCC1
  -14%	25%	?	0%	-6	35	-14%

# Further structures follow.
# Below each compound – HCV inh	Pf growth 96h	Pf growth 48h	LmPK inhibitor	CHX counter	Shiga toxin inh	Tb PYK inh
Fc1ccc(Cn2nnnc2C(c2cccs2)N2CCCCCC2)cc1 (stereo unspecified)
  ?	27%	13µM*	-6%	1	7	-5%
O=C(NCCOc1ccccc1)C1CCC(=O)N(C2CCCCCC2)C1 (stereo unspecified)
  -5%	?	?	5%	14	21	-6%
O=C(/C=C/c1ccco1)Nc1ccccc1N1CCOCC1
  1%	27%	17%	0%	1	-5	-7%
CC(C)NC(=O)C1CCN(S(=O)(=O)c2ccc(N3CCCC3=O)cc2)CC1
  0%	?	-2%	2%	-4	-1	-1%
CNC(=S)N(Cc1cc2cc(C)ccc2n2nnnc12)CC(C)(C)CN(C)C
  12%	5.9µM*	?	-1%	-3	-17	0%
S=c1[nH]nc(-c2ccncc2)n1Cc1ccccc1
  14%	7%	13%	?	-3	-9	?
O=C(Cn1cnc2ccccc2c1=O)N1CCOCC1
  -10%	17%	4%	-1%	3	2	-10%
COc1cccc(Nc2nc(N)nc(CCl)n2)c1
  ?	?	?	-6%	57*	146*	-7%
CC(=O)Nc1cccc(Oc2ccc([N+](=O)[O-])cc2Cl)c1
  -13%	9%	6%	1%	15	20	1%
CC(C)CN=c1cc(-c2ccccc2)oc2ccc(Cl)cc12
  ?	-26%	?	0%	35*	70	-10%
CC1CCN(S(=O)(=O)c2ccc(Oc3ccc([N+](=O)[O-])cc3)cc2)CC1
  ?	22%	3%	5%	-2	-6	0%
Cc1nc2sc(-c3ccccc3)nn2c(=O)c1Br
  13%	-15%	113%[activator]	?	56*	94*	-14%
COC(=O)c1c(/N=C/N(C)C)sc2c1CCN(c1ncc(C(F)(F)F)cc1Cl)C2
  -17%	-28%	?	11%	28*	5	-18%
COc1ccc(CCNC(=O)/C=C/c2ccc(OC)c(S(=O)(=O)N3CCOCC3)c2)cc1
  -19%	?	?	7%	1	-5	-2%
Cc1sc2nc(CN3CCCCC3)nc(Nc3ccc4c(c3)OCCO4)c2c1C
  4%	?	9.3µM*	0%	1	5	-3%
CSc1ccccc1C(=O)Nc1nc2ccccc2c(=O)[nH]1
  ?	3%	121%[activator]	-16%	32*	80*	1%
CCCc1c(C(=O)O)cnn1-c1ccc(Cl)cc1
  14%	0%	-5%	5%	-1	9	1%
